Compound activity: PubChem BioAssay, several laboratories
West Nile virus CPE: inhibition of WNV-induced cytopathic effect – cell-based, CPE readout (AID 1621) | West Nile virus-infected cells, CPE inhibition; higher % means a stronger effect | CPE inhibition, % at 10 µM, or IC50 in µM where a hit was titrated | hit rate 0.02% among 290,000; in the data active = a potency from the dose series; also: strong numbers were not always called active
Rac1 GTP hydrolysis: MgcRacGAP GTPase-activating activity inhibitors, confirmation, biochemical, ADP Hunter fluorescence; AID 624330; MgcRacGAP-stimulated Rac1 GTP hydrolysis, ADP Hunter fluorescence; higher % means a stronger effect; GST-tagged Rac1 F28L mutant substrate; inhibition, % at 30 µM; hits with a dose series show IC50 in µM; hit rate 0.6% among 340,000;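 active = first-screen hits whose inhibition reached a set limit at any dose in the follow-up dose series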;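 also: fluorescence reports GDP produced by GAP-driven GTP hydrolysis; strong numbers were not always called active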
Dengue-2 NS5 capping: flavivirus cap methylation enzyme inhibition – biochemical, confirmation dose response, primary screen (AID 588689) | Dengue-2 NS5 methyltransferase capping enzyme assay, biochemical; higher % means a stronger effect | hit rate 0.3% among 340,000 | inhibition, % at 25 µM; hits with a dose series show IC50 in µM; in the data active = a potency from the dose series
SV40 large T antigen: SV40 large T antigen inhibitors, biochemical (AID 1903); inhibition, % at 20 µM; hits with a dose series show IC50 in µM; SV40 large T antigen ATPase/helicase inhibition assay; higher % means a stronger effect; hit rate 0.39% among 310,000; in the data active = a potency from the dose series; also: strong numbers were not always called active
CSM14.1 death rescue: rescue of cells from ER stress-induced death, primary screen, 384-well, CSM14.1, thapsigargin, ATP luminescence (AID 1222); CSM14.1 thapsigargin-induced death rescue, ATP luminescence; higher % means a stronger effect; cellular ATP content (survival), % at 20 µM; hits with a dose series show EC50 in µM; 190,000 tested, under 10 active;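 active = EC50 below 50 µM in the dose-response confirmation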;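 also: death triggered by thapsigargin at about 15 µM added after 2 h compound pretreatment; cell ATP read after overnight thapsigargin exposure of roughly 18 to 22 hours; normalized against plate controls of thapsigargin alone and 5% DMSO vehicle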
Salmonella PhoP GFP: PhoP-dependent GFP reporter repression – Salmonella Typhimurium, primary screen (AID 1863); S. Typhimurium PhoP-regulated promoter GFP reporter, 4 h; higher % means a stronger effect; inhibition, % at 50 µM; hits with a dose series show IC50 in µM; hit rate 0.16% among 300,000;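 active = inhibition over 29.93%, a cutoff 3 SD above the screen mean, later confirmed by dose response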;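 also: 0% = low Mg2+ inducing control and 100% = high Mg2+ repressing control; strong numbers were not always called active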
LYP phosphatase: PTPN22 lymphoid phosphatase activity blockers – biochemical, fluorescence intensity, uHTS (AID 1779); recombinant LYP phosphatase, fluorescence intensity; higher % means a stronger effect; inhibition, % at 11.5 µM; hits with a dose series show IC50 in µM; hit rate 0.054% among 290,000; in the data active = inhibition above about 50%;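 also: plate controls were vehicle with enzyme for no effect and no enzyme for full effect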
RSV CPE inhibition: RSV antiviral activity via CPE protection, HEp-2 cells, primary 10 µM value included (AID 2391) | CPE inhibition, % at 10 µM, or IC50 in µM where a hit was titrated | hit rate 0.13% among 310,000 | HEp-2 cells, RSV-induced CPE inhibition; higher % means a stronger effect; in the data active = a potency from the dose series; also: strong numbers were not always called active
GPR35 arrestin U2OS: GPR35 antagonists blocking zaprinast-driven arrestin recruitment, primary screen, imaging, U2OS, beta-arrestin-GFP, zaprinast agonist (AID 2058); U2OS GPR35 beta-arrestin-GFP translocation imaging, zaprinast antagonism; higher % means a stronger effect; one-dose inhibition, % at 10 µM; IC50 in µM for titrated hits; hit rate 0.052% among 290,000;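 active = inhibition of at least 50% with at least 30 cells and total cytoplasm GFP at most 10,000,000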
Dengue-2 NS5 capping pilot replicate: recorded beside Dengue-2 NS5 capping, whose call it bears; inhibition, %; measured here: pilot screen replicate inhibition
* hit, by the source's call; · = not tested or not shown.

SMILES | West Nile virus CPE | Rac1 GTP hydrolysis | Dengue-2 NS5 capping | SV40 large T antigen | CSM14.1 death rescue | Salmonella PhoP GFP | LYP phosphatase | RSV CPE inhibition | GPR35 arrestin U2OS | others
COc1cccc(CNC(=O)N2CCN(c3ccccc3C)CC2)c1 | -0.5% | 4% | 5% | 11% | · | -6% | -10% | 1.4% | -3%
Cc1ccc(S(=O)(=O)N2CC(O)CC2C(=O)OCc2nc3sc(C)c(C)c3c(=O)[nH]2)cc1 (centres undefined) | -0.6% | 1% | -3% | 7% | -1.8% | -4% | 5% | 3.4% | -8%
COCCSc1nc2c(c(=O)[nH]c(=O)n2C)n1Cc1cccc(C)c1 | -0.1% | 12% | -6% | 3% | 1.6% | -3% | 5% | 1.3% | 2%
OCCC1CN(Cc2cccc3c2OCO3)CCN1C1CCCCC1 (centres undefined) | -0.3% | -1% | 10% | 4% | -1.5% | 8% | -9% | -0.3% | -14%
O=C(C1CCN(S(=O)(=O)c2cccc3cccnc23)CC1)N1CCN(c2ccccc2)CC1 | -0.5% | 7% | -3% | 17% | · | 6% | 0% | 4.4% | 4%
Cc1cc(C)nc(Sc2ccc3nnc(C(F)(F)C(F)(F)C(F)(F)F)n3n2)n1 | 0.5% | 3% | -8% | -5% | 1.0% | 8% | -2% | 0.9% | 1%
COC(=O)/C=c1/sc2nc3ccccc3n2c1=O | 0.7% | 16% | 1% | 23% | 0.9% | -9% | 0% | 2.3% | -4%
CC(C)(C)NC(=O)COC(=O)c1ccc(O)cc1 | 0.0% | 2% | -11% | 0% | -1.4% | -4% | 1% | 0.0% | -4%
Cc1ccc(SCCC(=O)NCCSCc2ccccc2C)cc1 | 0.1% | 2% | -1% | -1% | -2.8% | -8% | -3% | 2.3% | 10%
CCn1c(NCc2ccccn2)nc2c1c(=O)n(C)c(=O)n2C | -0.2% | 0% | -9% | 4% | 0.1% | -6% | -3% | 1.4% | -5% | Dengue-2 NS5 capping pilot replicate=-5.2
O=C(Nc1ccc2c(c1)CCC2)c1ccccc1F | -0.4% | -6% | -8% | 12% | -4.8% | -10% | 3% | 3.5% | -13%
CC(C)(C)C(=O)NC(NC(=S)Nc1ccc(S(N)(=O)=O)cc1)C(Cl)(Cl)Cl (centres undefined) | 0.3% | 3% | -5% | 14% | -2.9% | 13% | -9% | 1.2% | 2%
COc1nc(-c2ccccc2)c2c(c1C#N)CC(C)(C)OC2 | 0.0% | 19% | -1% | 4% | 0.2% | -3% | -3% | 0.5% | 4%
CC1CCCCC1NC(=O)Cn1c(=O)oc2cc(S(=O)(=O)N3CCCC3)ccc21 (centres undefined) | -0.5% | 3% | 2% | · | · | · | 2% | 1.0% | -18%
COc1ccc(Cn2nnnc2C(c2ccccn2)N2CCN(c3cc(Cl)ccc3C)CC2)cc1 (centres undefined) | -0.5% | 3% | -1% | -1% | 2.8% | 11% | 10% | 16% | 0%
CCOc1c(S(=O)(=O)NC2CC(C)(C)NC(C)(C)C2)ccc(Cl)c1Cl | 0.4% | 11% | -4% | -13% | -0.3% | 0% | -13% | -2.0% | 8%
CCCCCn1nc(C)c(/C=N\NC(=O)c2cc(C)oc2C)c1C | 0.4% | 9% | -1% | 15% | 1.9% | 1% | 5% | 3.6% | -5%
O=c1oc2ccccc2cc1-c1csc(Cc2nc(-c3ccc(Br)cc3)cs2)n1 | 0.7% | 1% | -1% | 2% | -1.6% | 5% | 7% | 2.6% | 6%
CC(C)CNC(=S)Nc1ccccc1F | 0.1% | 3% | -3% | 1% | -3.7% | -4% | -6% | 3.0% | -1%
Cc1cccc(C)c1NC(=O)c1cc(S(=O)(=O)N2CCOCC2)ccc1F | 0.1% | 11% | 3% | 11% | -1.8% | 5% | -6% | 0.2% | 7%
Cc1ccc(C)c(C(=O)NC2CC(C)(C)NC(C)(C)C2)c1 | 0.4% | 3% | 3% | 7% | · | -6% | -2% | 2.7% | -8%
COc1ccc(CCNC(=O)C(=O)NCC2OCCN2S(=O)(=O)c2ccc(Br)cc2)cc1OC (centres undefined) | -1.6% | 6% | -6% | 10% | 0.1% | -4% | 0% | 0.6% | -5%
Cc1nn(-c2ccccc2)c(C)c1C(=O)OCC(=O)NCc1ccco1 | -0.1% | 0% | -2% | -1% | -1.6% | -6% | -5% | 1.1% | 9%
C/C(N)=C(/C#N)C(=O)COc1ncnc2ccccc12 | 0.2% | 2% | -7% | 9% | · | -4% | · | 1.8µM* | ·
O=C(Nc1ccc(N2CCOCC2)cc1)c1cccc(S(=O)(=O)N2CCC(Cc3ccccc3)CC2)c1 | 0.2% | 10% | -4% | -1% | -0.5% | 5% | 0% | 3.9% | -6%
CCNC(=S)NN(c1ccccc1)c1ccccc1 | -0.8% | 9% | 3% | 11% | -2.1% | -1% | -7% | 0.0% | 2%
CN(CCOC(=O)c1ccc2c(c1)OCCO2)C(C)(C)C | 0.0% | 3% | 1% | 8% | -1.9% | 6% | -9% | 1.9% | -1%
CC(=O)c1ccc(NC(=O)Nc2ccc([N+](=O)[O-])cc2)cc1 | -1.3% | 2% | 2% | 12% | -2.7% | 4% | 0% | 9.4% | 0%
CCCOc1ccc(CNC(=S)Nc2ccccc2)cc1Cl | -1.8% | -4% | -10% | 9% | · | 9% | -3% | 13% | 23%
COc1ccc(NC(=O)Nc2nc(C)cc(C)n2)c(OC)c1 | -0.8% | -4% | -13% | 21% | · | -8% | -3% | · | 0%
Nc1nnnn1CC(=O)N/N=C/C=C/c1ccccc1 | -0.2% | · | · | 14% | · | · | 2% | 0.1% | 15%
CC(=O)Nc1ccc(NC(=O)COC(=O)c2ccccn2)cc1 | 0.4% | 6% | -5% | 10% | -0.6% | 7% | -5% | 0.0% | 0%
CCC(C)(C)NC(=O)/C=C/c1ccccc1[N+](=O)[O-] | -0.6% | 2% | -1% | 3% | -2.3% | 0% | -2% | 1.2% | -1%
CN(C)CCNc1ncnc2oc(-c3ccccc3)c(-c3ccccc3)c12 | 1.9% | 15% | -10% | 2% | · | 0% | -6% | -1.3% | 12%
O=C(CCC1CCCN(C(=O)c2ccoc2)C1)NCc1ccc(F)c(F)c1 (centres undefined) | -0.7% | 4% | 4% | -6% | -0.7% | -5% | -3% | 0.8% | 16%
CN(Cc1c(F)cccc1Cl)C(=O)CNC(=O)c1ccc2c(c1)OCO2 | · | 6% | -2% | 4% | · | -2% | · | -2.2% | ·
CC(C)C1CC(c2ccccc2)(C(CN)CO)CCO1 (centres undefined) | 0.3% | 15% | · | 10% | -1.3% | -2% | -9% | -0.1% | 1%
C=CCNc1ncnc2sc(SC)nc12 | -0.4% | -1% | -3% | 8% | · | 3% | 0% | 0.5% | 2%
CCOc1oc(-c2ccc(OC)cc2)nc1C(F)(F)F | -0.6% | -1% | 0% | -1% | -1.4% | -6% | -6% | 0.3% | 2%
COc1cc(=O)[nH]c(SCC(=O)Nc2nc3c(s2)CCCC3)n1 | -0.6% | 7% | -7% | 9% | · | -1% | -6% | 1.1% | 4%
N/C(=N/O)C(c1ccccc1)c1ccccc1 | -0.3% | -1% | 2% | 10% | -2.4% | 3% | 0% | 2.5% | -9%
CN1C(=O)CC[C@H]1c1cccnc1 | 0.2% | · | · | 23% | · | -4% | · | 0.1% | ·
COc1ccc(OC)c(N(CC(=O)NCc2cccnc2)S(C)(=O)=O)c1 | 0.5% | -1% | 3% | 10% | 2.6% | 6% | 1% | 2.0% | -4%
O=C(Cc1ccc(F)cc1)N/N=C/c1ccccn1 | 0.3% | 6% | -3% | 4% | -3.0% | 5% | -4% | 0.8% | 10%
CN(C(=O)c1cc2c(s1)-c1ccccc1S(=O)(=O)C2)c1ccccc1F | 0.1% | 0% | 8% | 10% | · | 2% | -1% | 2.9% | 0%
CCOC(=O)Cc1[nH]nc2c1C(c1cccc(OC)c1OC)C(C#N)=C(N)O2 (centres undefined) | · | 5% | -2% | 20% | -0.7% | 4% | -4% | 1.1% | 10%
O=C(O)C1C2C=CC(C2)C1C(=O)N1CCN(C/C=C/c2ccccc2)CC1 (centres undefined) | · | 11% | 4% | 9% | 0.1% | 13% | 1% | -1.2% | -2%
O=C(COc1coc(CN2CCCc3ccccc32)cc1=O)Nc1ccccc1 | · | 6% | -12% | 5% | · | -5% | · | 0.4% | ·
CC(C)(C)c1cc(NC(=O)CCSc2nnc3ccccn23)cc(C(C)(C)C)c1 | 0.3% | -1% | -2% | 5% | · | 4% | · | 5.1% | ·
O=S(=O)(Nc1ccc2c(c1)nc1n2CCN(Cc2ccccc2)C1)c1ccc(Cl)cc1 | 0.6% | 3% | -8% | 11% | 6.2% | 42% | 14% | -1.4% | -7%

Further entries follow.
SMILES | West Nile virus CPE | Rac1 GTP hydrolysis | Dengue-2 NS5 capping | SV40 large T antigen | CSM14.1 death rescue | Salmonella PhoP GFP | LYP phosphatase | RSV CPE inhibition | GPR35 arrestin U2OS | others
C/C(=N\Nc1ncc(Cl)cc1Cl)c1ccc(OC(F)F)cc1 | 0.1% | 6% | 6% | 23% | -1.0% | -2% | -3% | 5.7% | 6%
O=C(NNS(=O)(=O)c1ccc(Cl)cc1)c1cc(-c2ccccc2)nc2ccccc12 | 0.7% | 10% | -2% | 16% | 3.1% | 3% | 3% | 4.6% | -2%
Cc1ccc(N(CC(=O)Nc2ccccc2C(=O)N2CCOCC2)S(C)(=O)=O)cc1 | 0.3% | 4% | 0% | 7% | -2.2% | 2% | -8% | 0.2% | 28%
CN1CCc2nc(SCC(=O)Nc3ccc(Cl)cc3)c(C#N)cc2C1 | -0.3% | 14% | -1% | 16% | · | 19% | · | 12% | ·
Cc1nc2ccc(Oc3ccccc3)cc2s1 | · | 3% | -4% | 20% | · | · | · | 0.5% | ·
COc1ccc(CCNC(=O)CCc2nnc(Cc3ccc4c(c3)OCO4)o2)cc1 | -0.3% | 9% | -5% | 9% | · | 7% | 4% | -0.2% | -12%
COc1ccc(/C=C/C(=O)NCCCc2ccccc2)cc1OC | -0.6% | 6% | 0% | 3% | -0.3% | 2% | 3% | 0.3% | -10%
Cc1ccc(S(=O)(=O)N2CCN(C(=O)c3n[nH]c(=O)c4ccccc34)CC2)cc1 | -0.7% | -6% | 13% | 3% | -1.1% | -10% | -3% | 1.2% | 3%
CC1CCN(c2ccccc2NC(=O)c2ccc(C#N)cc2F)CC1 | -0.7% | · | · | 8% | -1.4% | 6% | 46% | 2.8% | 20%

Pulled by structure from the entries so far:
SMILES | West Nile virus CPE | Rac1 GTP hydrolysis | Dengue-2 NS5 capping | SV40 large T antigen | CSM14.1 death rescue | Salmonella PhoP GFP | LYP phosphatase | RSV CPE inhibition | GPR35 arrestin U2OS | others
Cc1ccc(S(=O)(=O)N2CCN(C(=O)c3n[nH]c(=O)c4ccccc34)CC2)cc1 | -0.7% | -6% | 13% | 3% | -1.1% | -10% | -3% | 1.2% | 3%
CC1CCN(c2ccccc2NC(=O)c2ccc(C#N)cc2F)CC1 | -0.7% | · | · | 8% | -1.4% | 6% | 46% | 2.8% | 20%
C/C(=N\Nc1ncc(Cl)cc1Cl)c1ccc(OC(F)F)cc1 | 0.1% | 6% | 6% | 23% | -1.0% | -2% | -3% | 5.7% | 6%
O=C(NNS(=O)(=O)c1ccc(Cl)cc1)c1cc(-c2ccccc2)nc2ccccc12 | 0.7% | 10% | -2% | 16% | 3.1% | 3% | 3% | 4.6% | -2%
